C1s block – blocks human complement C1s protease activity; P09871; purified C1s, fluorogenic AMC substrate, pooled mixtures; mean inhibition % of two 10-compound mixtures (active compounds read high), % at 5 µM (by protocol); actives 0.16% (n = 62,000); AID 538;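 active = inhibition above 20% in each of the two 10-compound mixture wells holding the compound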;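 also: 0% = enzyme wells lacking compound mixture and 100% = no-enzyme blank wells; some compounds called inactive have numbers as strong as hits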
Target sequence (P09871 16-437 limits assumed): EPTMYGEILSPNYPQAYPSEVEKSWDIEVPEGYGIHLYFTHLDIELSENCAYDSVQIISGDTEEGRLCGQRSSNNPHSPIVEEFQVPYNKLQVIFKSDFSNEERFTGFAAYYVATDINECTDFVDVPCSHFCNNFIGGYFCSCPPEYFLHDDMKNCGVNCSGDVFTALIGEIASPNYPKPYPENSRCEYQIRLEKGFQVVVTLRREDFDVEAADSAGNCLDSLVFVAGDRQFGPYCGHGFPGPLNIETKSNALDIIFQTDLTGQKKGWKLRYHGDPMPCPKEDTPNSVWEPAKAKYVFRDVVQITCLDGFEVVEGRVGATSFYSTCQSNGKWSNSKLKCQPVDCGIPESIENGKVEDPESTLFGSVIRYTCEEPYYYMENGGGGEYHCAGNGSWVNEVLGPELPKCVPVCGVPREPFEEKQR
Target sequence (P09871 438-688 limits assumed): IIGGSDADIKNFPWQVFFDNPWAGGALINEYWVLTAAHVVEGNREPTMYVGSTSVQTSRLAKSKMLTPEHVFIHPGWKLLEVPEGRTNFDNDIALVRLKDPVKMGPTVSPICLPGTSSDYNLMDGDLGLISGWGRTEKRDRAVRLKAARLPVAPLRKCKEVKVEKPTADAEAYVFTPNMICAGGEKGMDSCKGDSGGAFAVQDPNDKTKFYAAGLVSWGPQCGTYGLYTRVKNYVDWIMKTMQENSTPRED
CatL block – blocks human cathepsin L protease activity. P07711. purified cathepsin L, fluorogenic substrate, fluorescence. inhibition, %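 (tested at 10 µM)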. actives 0.17% (n = 58,000). AID 460; in the data active = inhibition above about 45%;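 also: 0% = enzyme with no compound and 100% = no enzyme blank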
FXIa inh mix – inhibitors of human coagulation factor XIa, pooled mixtures; purified FXIa, fluorogenic substrate; inhibition, % at 5 µM; actives 0.19% (n = 62,000);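 also: each value is inhibition by a whole ten-compound pool holding the compound; 0% = enzyme with no mixture and 100% = wells lacking enzyme; strong numbers were not always called active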
PKA kinase inh – blocks human protein kinase A activity | PKA Kemptide phosphorylation, Kinase-Glo ATP luminescence | AID 524 | inhibition, % at 6 µM | actives 0.1% (n = 65,000);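 active = inhibition above the screen-wide mean inhibition plus 3 SD, cut at about 21% in these data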; also: many of its hits are not listed in these tables
FXIIa inh mix – factor XIIa (human) inhibition, mixture screen; AID 684; inhibition, % at 5 µM; purified FXIIa, fluorogenic substrate, pooled mixtures; actives 0.2% (n = 62,000);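 also: 0% = enzyme without compound and 100% = no enzyme blank; some results filed as inactive read as strong as hits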
CatS block – inhibitors of human cathepsin S; inhibition, %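 (tested at 5 µM per compound within 10-compound mixtures)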; recombinant cathepsin S, AMC dipeptide fluorescence, pooled mixtures; actives 0.06% (n = 62,000); in the data active = inhibition above about 32%, passing the limit was not always enough; inconclusive = no clear call, values can overlap the other calls;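 also: 0% = enzyme without compound and 100% = blank without enzyme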
ROCK2 inh – inhibitors of human Rho kinase 2 | AID 604 | actives 0.35% (n = 60,000) | purified ROCK2, Kinase-Glo ATP depletion luminescence | O75116 | inhibition, % at 6 µM;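 active = inhibition above the screen-wide mean inhibition plus 3 SD, cut at about 18% in these data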;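 also: plate controls were DMSO wells for no effect and Y-27632 control wells after no-enzyme background subtraction for full effect; many of its hits are not listed in these tables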
JNK3 blocker – blocks human JNK3 kinase activity; purified JNK3 kinase activity, HTS; inhibition, % at 8 µM; actives 0.61% (n = 60,000); AID 746; in the data active = inhibition above about 17%;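 also: 0% = DMSO and 100% = reference inhibitor; many of its hits are not listed in these tables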
CatG inh – inhibitors of human cathepsin G; P08311; actives 0.2% (n = 62,000); AID 581; purified enzyme, AMC-tetrapeptide fluorescence, pooled mixtures; inhibition, % at 5 µM (by protocol);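 active = inhibition above 20% in each of the two mixture wells holding the compound; inactive = inhibition of 20% or less in either well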;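 also: 0% = enzyme control without mixture and 100% = blank lacking enzyme; strong numbers were not always called active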
Target sequence (P08311 21-244 limits assumed): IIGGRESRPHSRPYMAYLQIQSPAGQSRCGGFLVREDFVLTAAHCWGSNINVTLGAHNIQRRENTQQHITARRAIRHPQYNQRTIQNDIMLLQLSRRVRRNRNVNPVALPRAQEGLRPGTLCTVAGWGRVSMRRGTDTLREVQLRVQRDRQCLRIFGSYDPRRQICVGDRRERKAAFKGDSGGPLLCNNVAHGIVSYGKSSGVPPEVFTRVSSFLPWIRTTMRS
* = called active by the depositor; u = inconclusive; x = no result given. Rule as the data show it, unless noted: active = inhibition above about 20% (passing the limit was not always enough); inactive = the rest. Hits appear at their usual frequency; about 1.5% have a hit in one of these screens.

molecule	C1s block	CatL block	FXIa inh mix	PKA kinase inh	FXIIa inh mix	CatS block	ROCK2 inh	JNK3 blocker	CatG inh
O=C(CN1C(=O)c2ccccc2C1=O)N1CCOCC1	-118.4	15.2	-40.0	1.9	5.2	-4.7	3.4	5.9	-17.1
Cc1ccc2c(c1)NC(=O)C(CC(=O)NCCCN1CCCC1)O2 (centres undefined)	-10.9	x	1.9	1.7	-3.2	-3.3	-2.2	5.2	-5.8
Cc1noc(/C=C/N(C)C)c1S(=O)(=O)N1CCCC(C(=O)N2CCCCC2)C1 (centres undefined)	14.1	-0.4	5.2	-10.8	4.5	-9.9	-0.8	-2.8	5.2
O=C(Nc1cc(C(F)(F)F)ccc1N1CCCC1)c1ccc2c(c1)OCO2	-10.4	2.6	1.2	1.5	3.4	-1.7	8.0	-3.6	-5.1
CCOC(=O)c1cc(C)n(Cc2ccccc2)c1C	1.3	2.2	6.2	-1.8	21.0	1.6	-0.9	2.0	2.8
CCCN1/C(=C(/C#N)C2=NS(=O)(=O)c3ccccc32)N(C)c2ccccc21	-5.2	4.8	6.3	5.8	-2.3	5.7	3.9	-0.6	-2.2
C=CCn1c(SCC(=O)Nc2ccc3c(c2)OCO3)nnc1-c1ccccc1	13.5	-7.0	5.5	4.5	10.3	-0.8	7.2	2.4	10.8
FC(F)(F)c1nnc2sc(-c3ccco3)nn12	-2.4	8.7	0.0	2.9	5.8	3.4	3.2	3.5	7.3

Carrying on.
molecule	C1s block	CatL block	FXIa inh mix	PKA kinase inh	FXIIa inh mix	CatS block	ROCK2 inh	JNK3 blocker	CatG inh
C[C@@H](Nc1nc(-c2ccccc2)nc2c1oc1ccccc12)C(=O)O	-6.4	15.5	0.6	-2.5	-22.5	15.8	-3.7	1.8	-0.2
CC(C)(C)n1nnnc1C(c1cc2cc3c(cc2[nH]c1=O)OCCO3)N1CCSCC1 (centres undefined)	-0.7	4.8	0.3	11.5	0.7	0.1	5.1	-0.7	-2.0
N#Cc1cccc(CSc2nnc(CCCO)n2-c2ccccc2)c1	-5.3	-3.6	5.5	9.7	-1.5	3.8	5.0	-5.8	-1.4
Cc1ccc(O)c(-c2cc3ccccc3[nH]2)c1	-26.4	-45.9	2.7	4.9	4.9	5.3	3.8	5.9	3.3
Cc1ccc(N(C(C)C(=O)Nc2ccccc2C(=O)N2CCOCC2)S(C)(=O)=O)cc1C (centres undefined)	-68.2	0.6	-4.0	7.7	-0.8	-0.4	5.8	4.8	-6.5
CCOC(=O)C1CCCN(CCC(=O)Nc2cccc(F)c2)C1 (centres undefined)	0.6	12.7	0.8	3.7	-3.6	-5.6	4.7	-1.7	-3.5
C=CCSC1=C(C#N)C(c2ccc(OCC)cc2)CC(=O)N1 (centres undefined)	-27.1	102.2*	-4.0	9.6	-16.0	u	1.9	-1.8	2.5
O=C1c2ccccc2C2NC(=O)C3(CCCCC3)N12 (centres undefined)	-2.9	9.6	1.0	14.8	4.2	9.3	4.6	13.9	0.9

Of the compounds above, these contain an aryl thioether with sulfur outside any ring.
molecule	C1s block	CatL block	FXIa inh mix	PKA kinase inh	FXIIa inh mix	CatS block	ROCK2 inh	JNK3 blocker	CatG inh
C=CCn1c(SCC(=O)Nc2ccc3c(c2)OCO3)nnc1-c1ccccc1	13.5	-7.0	5.5	4.5	10.3	-0.8	7.2	2.4	10.8
N#Cc1cccc(CSc2nnc(CCCO)n2-c2ccccc2)c1	-5.3	-3.6	5.5	9.7	-1.5	3.8	5.0	-5.8	-1.4

(further entries)
molecule	C1s block	CatL block	FXIa inh mix	PKA kinase inh	FXIIa inh mix	CatS block	ROCK2 inh	JNK3 blocker	CatG inh
O=C(CN1CCN(c2ccccc2F)CC1)Nc1ccccc1F	-13.8	-2.2	8.6	-7.4	0.0	-20.9	-8.4	0.8	-4.1
CCOc1ccc(CCNC(=O)c2cccnc2N2CCCC2)cc1OCC	-26.5	14.6	-15.4	11.6	-0.1	2.2	10.4	-2.8	5.4
COC(=O)C(C)Sc1nc2c(c(=O)n1-c1ccccc1)SCC2 (centres undefined)	13.7	8.1	6.1	4.5	9.2	3.3	x	x	11.9
O=C(CC1C(=O)OCN1C(=O)OCc1ccccc1)OCC(=O)c1ccccc1 (centres undefined)	-2.4	7.5	2.4	1.8	-2.6	3.2	-3.4	0.6	9.0
O=C(CCn1c(=O)c2ccccc2n(Cc2cc(=O)n3ccccc3n2)c1=O)NCc1ccco1	11.0	-10.2	-1.9	-1.1	8.8	-2.2	2.7	-5.7	8.2
CC1CCCCN1CCNC(=O)CN1C(=O)COc2ccccc21 (centres undefined)	1.1	10.9	-3.3	2.9	-3.2	1.3	1.3	-0.8	-1.8
CCCC1(C(=O)O)NC(c2cccc(OC)c2O)C2C(=O)N(c3ccccc3)C(=O)C21 (centres undefined)	-13.4	2.5	3.5	0.1	-23.5	2.0	5.9	1.1	-0.2
O=C(Cc1ccc(Cl)cc1)NCCN1CCCC1	2.5	x	-1.6	14.7	13.1	8.0	7.5	-1.3	9.7

Next entries follow.
molecule	C1s block	CatL block	FXIa inh mix	PKA kinase inh	FXIIa inh mix	CatS block	ROCK2 inh	JNK3 blocker	CatG inh
CCN(CC)CCNC(=O)c1nn(-c2ccc(C)cc2)c(=O)c2c1c1ccccc1n2C	-14.5	1.7	8.8	2.1	-2.9	8.0	-1.5	3.0	5.7
C=CCn1c(SCc2ccc3nonc3c2)nnc1-c1cccs1	6.4	-3.2	9.2	-0.1	6.1	-6.4	-0.3	0.6	4.7
CCOC(=O)c1cc(=O)n2nc(-c3ccccc3F)nc2s1	10.9	7.3	11.4	0.1	5.2	14.7	3.3	-5.7	5.7
O=C(CCCCCN1C(=O)c2ccccc2C1=O)NCCc1nc2ccccc2[nH]1	-1.1	24.3	5.7	-1.5	-1.9	19.8	1.6	-2.8	3.5
CCCn1c(SCC(=O)N2CCCc3ccccc32)nnc1-c1ccco1	2.4	1.3	7.9	9.7	11.7	-5.4	0.2	-1.8	-1.7
Cc1noc(C)c1COC(=O)c1ccc2ccccc2n1	-3.3	3.2	2.8	9.1	11.1	2.6	4.2	-1.5	5.8
O=C(NCc1ccccc1Cl)C1CCCN(S(=O)(=O)c2cnc[nH]2)C1 (centres undefined)	-9.0	x	3.1	5.5	13.5	19.1	-0.6	-3.6	-4.9
COc1ccc(-n2c(Cn3c(=O)sc4ccccc43)nnc2SCC(=O)N2CCCC2)cc1	14.3	x	18.5	2.3	14.5	-0.2	8.1	8.8	14.3

More compounds
molecule	C1s block	CatL block	FXIa inh mix	PKA kinase inh	FXIIa inh mix	CatS block	ROCK2 inh	JNK3 blocker	CatG inh
CCOCC(=O)Nc1nnc(COc2ccc(Cl)cc2)s1	-188.7	2.0	9.4	6.6	10.6	-29.2	1.7	-3.1	-19.4
CCn1c(SCC(=O)Nc2cc3oc4ccccc4c3cc2OC)nnc1-c1cccs1	-28.5	-3.8	-4.9	-3.4	13.7	12.9	-2.6	-2.1	-10.6
Cn1c(=O)c2c(nc(CN3CCC(C(N)=O)CC3)n2Cc2c(F)cccc2Cl)n(C)c1=O	10.6	10.2	3.4	-1.9	9.5	20.4	1.5	-5.3	12.3
COC(=O)c1cc2oc3ccccc3c2n1CC(=O)Nc1ccccc1OC	8.6	0.1	8.8	-5.3	2.8	-6.1	-4.0	2.0	7.4
N#Cc1nc(-c2cccs2)oc1NCc1ccccc1	-44.5	-118.0	-23.4	4.1	5.8	6.4	0.7	3.0	-15.5
Nc1c(C(=O)NCCN2CCOCC2)c2nc3ccccc3nc2n1CCc1ccccc1	-13.3	-63.3	-10.1	-3.2	-2.5	6.8	6.4	-5.8	2.1
CCc1c(C)sc(NC(=O)C2CCCCC2C(=O)O)c1C(N)=O (centres undefined)	-40.6	x	3.0	1.2	12.6	-13.2	x	x	3.1
COc1ccc2c(c1)CCc1c(C(=O)NCc3ccco3)noc1-2	11.1	7.2	14.8	9.1	12.6	1.5	4.7	0.1	56.2*

Records above shown as hits in CatL block:
molecule	C1s block	CatL block	FXIa inh mix	PKA kinase inh	FXIIa inh mix	CatS block	ROCK2 inh	JNK3 blocker	CatG inh
C=CCSC1=C(C#N)C(c2ccc(OCC)cc2)CC(=O)N1 (centres undefined)	-27.1	102.2*	-4.0	9.6	-16.0	u	1.9	-1.8	2.5

Other entries.
molecule	C1s block	CatL block	FXIa inh mix	PKA kinase inh	FXIIa inh mix	CatS block	ROCK2 inh	JNK3 blocker	CatG inh
CCn1c(=N)n(CC(=O)OC)c2ccccc21	18.1	-3.1	7.3	14.0	5.4	4.6	-0.4	-2.7	9.5
COc1ccc(C(=O)N(CN2CCCC2=O)c2ccccc2OC)cc1OC	-15.5	-2.4	5.1	10.2	1.0	-8.6	0.6	-5.5	-11.9
O=C(NCc1ccoc1)c1ccc(NC(=O)c2ccccc2Cl)cc1	-3.7	-2.9	7.0	-2.8	-14.9	17.5	-2.6	-11.6	-0.2
COc1ccc(C(=O)N(Cc2ccco2)Cc2cccs2)c(O)c1	-12.4	-11.6	7.7	0.3	7.5	-6.6	-2.0	-4.1	-1.2
CCOC(=O)N1CCN(C(c2ccc(F)cc2)c2sc3nc(C)nn3c2O)CC1 (centres undefined)	0.1	-0.8	-0.6	4.8	6.0	-7.9	3.4	3.8	7.9
Cc1ccc(SCC(=O)N2CCOCC2)cc1	12.5	8.8	6.0	8.4	-0.9	-1.4	3.3	-1.1	9.8
CCc1nnc(NC(=O)C2CCCN(c3nc(C)cc(C)n3)C2)s1 (centres undefined)	-26.8	6.1	-3.6	16.9	-18.4	-12.8	6.7	4.0	2.8
COCc1cc(=O)[nH]c(SCC(=O)Nc2ccccc2)n1	-5.9	3.8	3.4	5.5	3.8	-8.9	7.0	0.2	7.0

More records follow:
molecule	C1s block	CatL block	FXIa inh mix	PKA kinase inh	FXIIa inh mix	CatS block	ROCK2 inh	JNK3 blocker	CatG inh
COc1ccc(C2C(=O)N(C3CCCCC3)CC(=O)N2Cc2ccco2)cc1 (centres undefined)	5.9	3.2	3.5	-6.5	6.2	-21.5	x	x	8.3
CCN1CCN(CCNC(=O)c2ccc(CS(=O)(=O)c3ccccc3C)o2)CC1	15.5	14.2	1.5	9.0	-2.2	-8.6	6.0	2.9	10.1
COc1ccc(-n2c(Cc3cc(=O)[nH]c(=O)[nH]3)nnc2SCC(=O)Nc2ccccc2)cc1	12.7	0.7	7.0	2.5	9.0	15.7	1.3	11.5	5.9
Cc1nonc1NC(=O)OC1CCCCC1	-3.0	0.3	8.0	-2.5	3.6	38.8	-0.1	-7.2	-2.1
CC1CC(C(F)(F)C(F)(F)F)n2nc(C(=O)O)cc2N1 (centres undefined)	11.2	2.6	2.4	3.0	-2.6	-2.5	5.6	1.8	12.0
Cc1ccc(NC(=O)c2ccc3ccccc3n2)nc1	21.2	1.1	4.9	8.8	0.5	-0.5	-3.9	-5.9	10.5

Screening results deposited in PubChem by several laboratories.
